Source: PubChem (National Center for Advancing Translational Sciences (NCATS))
IkB sig inh: IkB pathway inhibition in ABC-DLBCL cells. Potency, µM (doses to about 57.1 µM), for inactives: at the top dose IkBa stabilization activation. 0.04% of 110,000 active. AID 445. ABC-DLBCL IkBa-CBG/CBR dual luciferase ratio, 4 h; response scale: scaled: untreated 0%, proteasome inhibitor 100%; active = well fitted curve in the direction sought with a large enough effect in the signal ratio, not every such curve was filed as active; inconclusive = small, poorly fitted or top-dose-only effect, or a change in a side signal; the % refers to the signal ratio;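 note: the direction sought is a rising ratio; 0% = basal untreated cells and 100% = reference inhibitor full response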
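In this assay, an IκBα–CBG68 fusion accumulates when IKK-driven degradation is blocked; native CBR normalizes for cell number. OCI-Ly3 cells were treated 4 h with compound and doxycycline, then green and red light read after Chroma-Glo addition.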
p53ts 32C kill: p53ts cell cytotoxicity, permissive temperature. H1299-p53A138V at 32C, ATP luminescence viability, 24 h. Potency, µM (highest dose often 46.1 µM), inactives show at the top dose activity change, negative = cytotoxicity, actives largely listed as cytotoxic. 0.93% of 130,000 active. AID 924;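 note: 0% = DMSO and -100% = full killing by reference compound; nearly all actives have a fitted effect of over 55% in size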
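Viability by ATPlite luminescence after 24 h compound treatment (up to 46 uM) at the permissive 32C. Cells are H1299 carrying p53 A138V. Scale runs from DMSO basal to 100 uM tamoxifen as full kill; AC50 from Hill fits.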
p53ts 39C tox: kills p53ts cells at the nonpermissive temperature; Potency, µM (series often up to 46.1 µM), inactives show top-dose activity change, negative = cell killing, actives largely listed as cytotoxic; 1.5% of 130,000 active; H1299-p53A138V viability at 39C, ATP luminescence, 24 h; note: nearly all actives have a fitted effect of over 55% in size
Imprint erasure: inducers of genomic imprint erasure in mouse ES cells. Potency, µM (highest dose often 60.7 µM), for the others: top-dose activity change, positive = activation, hits mostly activators. AID 1948. 0.02% of 110,000 active. mouse ES Peg3-LacZ reporter, beta-gal luminescence, 40 h;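 note: 0% = negative control wells on the plate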
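Readout: BetaGlo luminescence (5 min, room temp) for LacZ from the normally silent maternal Peg3 allele in female Peg3LacZ-Neo ES cells. Cells 300/well, 40 h, 37C, 5% CO2. Data normalized per plate to negative controls.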
Starred values were filed as active, the others as inactive; ? = inconclusive; / = no result given; [ ] = remark or other dose. Unless noted, calls come from the whole dose curve; as a rule, active = well fitted curve in the direction sought with a large enough effect; inconclusive = small, poorly fitted or top-dose-only effect, or another doubt; inactive = no such curve, though single readings can be large; an effect the other way counts as inactive or inconclusive. Unless noted, % is set by controls: 0 for no effect and ±100 for the full control effect; potency is the fitted concentration of half-maximal effect.

SMILES	IkB sig inh	p53ts 32C kill	p53ts 39C tox	Imprint erasure
CCOC(=O)c1c(NC(C)=O)no[n+]1[O-]	-0.5%	11%	0%	-6%
CCC(=O)N1CCN(c2nc(C)nc3sc(C)c(C)c23)CC1	?	-2%	10%	-8%
COc1ccc(N2CCN(C(=O)Cc3coc4ccc(C)cc34)CC2)cc1	1.8%	-2%	-12%	-8%[10.9 µM]
CCOC(=O)CCCNC(=O)COC(=O)c1cc(C)cc(C)c1	1.3%	0%	0%	-15%
Cc1noc(C)c1C(=O)N1CCC2(CCCN(c3ccncc3)C2)CC1	-3.1%[11.4 µM]	-5%	0%	/
Cc1ccccc1-c1noc(-c2ccc(O)cc2)n1	?	-18%	-15%	-94%[inhibitor]
COc1ccccc1C(=O)NCCN1CCN(C(=O)c2ccccc2OC)CC1	-0.8%	3%	18%	-8%
COc1cc(-c2cc(OC)c3c(C)oc(C)c3c(=O)c2)ccc1OC(=O)c1ccccc1Cl	?	5%	15%	-4%[10.9 µM]
O=C1CCc2cc(S(=O)(=O)N3CCC(C(=O)Nc4nccs4)CC3)ccc2N1	9.9%	4%	-1%	0%
CCOC(=O)c1ccccc1NC(=O)Cc1ccccc1OC	/	-2%	-9%	/
Cc1ccc(CCNC(=O)C2CCCN(S(=O)(=O)c3cccc4nsnc34)C2)cc1 (centres undefined)	-5.5%	2%	2%	1%
COc1ccc(NC(=O)C(NC(=O)Cc2cccs2)c2ccc(OC)cc2)cc1 (centres undefined)	-0.3%	-2%	22%	15%[10.9 µM]
CC(=O)c1cccc(NC(=O)Nc2cccnc2)c1	-3.6%	-1%	-3%	-12%
O=C1c2ccccc2C(=O)N1CCCn1nnc(-c2ccc(N3CCOCC3)cc2)n1	0.9%	-3%	-2%	-11%
C=CCN(C(=O)c1ccccc1)c1ccc(OC)cc1	0.8%	-2%	5%	-19%
O=S(=O)(c1ccc(-c2cn3ccccc3n2)cc1)N1CCOCC1	-2.3%	-22%	-8%	-12%
Cc1nc2ccn(Cc3ccco3)c(=O)c2cc1C(=O)N1CCN(c2ccccc2)CC1	4.5%	5%	-14%	-10%[10.9 µM]
Nc1c(S(=O)(=O)c2cccs2)c2nc3ccccc3nc2n1CC1CCCO1 (centres undefined)	1.3%	15%	3%	-15%
CCc1c(C)sc2c1CCN(C(=O)Nc1ccccc1Cl)C2c1ccc(OC)cc1 (centres undefined)	?	-1%	-24%	-18%[10.9 µM]
CCOc1cc(C(=O)N2CCN(c3ccccc3)CC2)cc(OCC)c1OCC	-0.9%	-9%	10%	-11%
Cc1ncc(CO)c2c1Oc1nc(-c3ccccc3Cl)nc(SCc3ccccc3F)c1C2	0.1%	-4%	-10%	-7%[10.9 µM]
COc1cc(OC)c(NC(=O)c2cc(C)nc3c2c(C)nn3-c2ccc(C)cc2)cc1Cl	-1.5%	0%	11%	4%[10.9 µM]
CSc1cccc(NC(=O)C2CCN(S(=O)(=O)c3ccc4[nH]c(=O)ccc4c3)CC2)c1	?	2%	-24%	-9%[10.9 µM]
O=c1c(-c2ccc(F)cc2)nc2cncnc2n1Cc1ccc(F)cc1	0.0%[11.4 µM]	-11%	-17%	-15%
CC1CCCC(NC(=O)CN(C)S(=O)(=O)c2cccc3cccnc23)C1C (centres undefined)	-1.1%	0%	-2%	-10%
CCCCn1c(NCc2ccc(N(C)C)cc2)nc2ccccc21	?	-5%	-30%	-11%[10.9 µM]
CC(=O)N1CCN(c2csc3ccc(F)cc3c2=O)CC1	2.4%	-10%	?	-13%[10.9 µM]
CC(C)OC(=O)CSc1nnc(Cc2ccccc2)n1C	-0.4%	8%	6%	-12%
COc1ccc(CCNC(=O)c2cc(Nc3ccccc3)nc3ccccc23)cc1OC	?	6%	-11%	-15%[10.9 µM]
N=c1c2c3c(sc2ncn1CCN1CCOCC1)CCCCC3	1.9%	-10%	3%	-13%
COc1cccc(C(=O)Nc2c3c(nn2-c2ccc(C)cc2C)CS(=O)(=O)C3)c1OC	-3.0%	4%	25%	-14%[10.9 µM]
Cc1c2cnn(-c3ccccc3)c(=O)c2c(C)n1CCCC(=O)Nc1cc(F)ccc1F	?	12%	-9%	-11%[10.9 µM]
CS(=O)(=O)N1CCC2(CCN(C(=O)Nc3cccc(F)c3)CC2)CC1	-2.3%[11.4 µM]	-4%	2%	/
Cc1nc(COC(=O)c2ccc(CO)cc2)cs1	1.7%	-1%	-2%	-12%
Cc1cc(C)cc(OCc2nnc(SCC(=O)c3ccccc3)o2)c1	?	-6%	-24%	-7%
CCOC(=O)c1cccc(Nc2nc(C(=O)OCC)nc3ccccc23)c1	?	4%	9%	4%[10.9 µM]
CCc1ccc(S(=O)(=O)c2nnn3c2nc(Nc2cccc(C)c2C)c2sccc23)cc1	?	4%	?	-21%[10.9 µM]
CCS(=O)(=O)N1Cc2ccccc2CC1C(=O)N1CCN(c2ccccc2)CC1 (centres undefined)	-0.6%	1%	-3%	6%
CCCCOc1ccccc1C1NC(=O)NC(C)=C1C(=O)OCCOC (centres undefined)	/	3%	5%	/
CCc1ccc(C2CC(=O)Oc3c2c(=O)n(C)c2ccccc32)cc1 (centres undefined)	?	-4%	0%	-6%[10.9 µM]

Part of the list above, with values under each structure:
Screens in order – IkB sig inh	p53ts 32C kill	p53ts 39C tox	Imprint erasure
> COc1cccc(C(=O)Nc2c3c(nn2-c2ccc(C)cc2C)CS(=O)(=O)C3)c1OC
→ -3.0%	4%	25%	-14%[10.9 µM]
> Cc1c2cnn(-c3ccccc3)c(=O)c2c(C)n1CCCC(=O)Nc1cc(F)ccc1F
→ ?	12%	-9%	-11%[10.9 µM]
> CS(=O)(=O)N1CCC2(CCN(C(=O)Nc3cccc(F)c3)CC2)CC1
→ -2.3%[11.4 µM]	-4%	2%	/

New compounds follow
SMILES	IkB sig inh	p53ts 32C kill	p53ts 39C tox	Imprint erasure
COc1ccc(Cl)cc1NC(=O)CSc1nc(-c2ccccc2)c2ccccc2n1	?	4%	0%	-11%[10.9 µM]
CCC(C)NC(=O)c1ccc2nc(Cc3ccc(OC)cc3)oc2c1 (centres undefined)	-0.5%	-1%	-5%	19%[10.9 µM]
Cc1ccc(NC(=O)NCCc2c(C)nn(C)c2C)cc1Cl	-1.8%	-8%	4%	-10%[10.9 µM]
CCCCC1CCC(C(=O)N2CC(=O)Nc3ccc(Br)cc3C2c2ccc(F)cc2)CC1 (centres undefined)	2.8%	10%	-8%	14%[10.9 µM]
COc1cccc(CN2C(=O)c3ccccc3C2C(=O)NCCc2ccc(OC)c(OC)c2)c1 (centres undefined)	0.5%	-4%	-14%	-17%[10.9 µM]
Cc1ccc(OCc2ccc(-c3nc(C#N)c(NCc4cccnc4)o3)o2)cc1	?	25%	-4%	-9%[10.9 µM]
COc1cccc2[nH]c3c(N4CCCC(C)C4)ncnc3c12 (centres undefined)	1.3%	-26%	?	-17%
CC(C)c1ccc(NC(=O)c2ccc(F)c(S(=O)(=O)N3CCN(c4ccccc4F)CC3)c2)cc1	?	-2%	-26%	-19%[10.9 µM]
CCOc1ccc2c(c1)c1nnc(SCC(=O)N3CCC(C)CC3)nc1n2C	0.4%	-5%	-3%	2%
Cc1csc(SCCN2C(=O)c3ccccc3C2=O)n1	-0.1%	-7%	-5%	-10%
Cc1c2c(nc3nc4ccccc4n13)CCCC2=O	-0.2%	0%	3%	1%
CC1CC2C(C(O)C[C@]3(C)C2CC[C@]3(O)C(=O)CO)[C@]2(C)C=CC(=O)C=C12 (some centres undefined)	/	-4%	-7%	-8%
COC(=O)[C@H](Cc1ccccc1)NC(=O)[C@]1(C)C[C@H]1[C@H](NC(=O)OCc1ccccc1)c1ccccc1	/	-4%	-27%	-15%
Cc1ccc2sc(N(Cc3cccnc3)C(=O)CCOc3ccccc3)nc2c1C	?	0%	-22%	?
CCOC(=O)C1CCCN(CC(=O)Nc2cc(C)c3c(=O)oc4ccccc4c3n2)C1 (centres undefined)	?	13%	-2%	-6%[10.9 µM]
O=C(NCc1ccco1)c1noc2c1CCCC2	1.3%	-6%	-4%	-34%[inhibitor]
O=Nc1ccc2oc(=O)ccc2c1	?	13%	56%[activator]	-37%[inhibitor]
COc1ccc(C(=O)N(Cc2sccc2C)C2CCS(=O)(=O)C2)cc1 (centres undefined)	-1.1%	3%	2%	11%[10.9 µM]
COc1ccc(-n2c(=O)cnc3cnc(Oc4ccccc4)nc32)cc1	-0.3%[11.4 µM]	-5%	0%	/
CC(=O)N1CCc2cc(S(=O)(=O)CCC(=O)NCc3cccs3)ccc21	-0.8%	3%	-11%	-2%

Complete entries from above:
CCc1ccc(C2CC(=O)Oc3c2c(=O)n(C)c2ccccc32)cc1 (centres undefined) reads IkB sig inh: ?; p53ts 32C kill: -4%; p53ts 39C tox: 0%; Imprint erasure: -6%[10.9 µM]
O=C1CCc2cc(S(=O)(=O)N3CCC(C(=O)Nc4nccs4)CC3)ccc2N1 reads IkB sig inh: 9.9%; p53ts 32C kill: 4%; p53ts 39C tox: -1%; Imprint erasure: 0%
CCCCn1c(NCc2ccc(N(C)C)cc2)nc2ccccc21 reads IkB sig inh: ?; p53ts 32C kill: -5%; p53ts 39C tox: -30%; Imprint erasure: -11%[10.9 µM]

Other records.
SMILES	IkB sig inh	p53ts 32C kill	p53ts 39C tox	Imprint erasure
COc1cc(C(=O)Oc2ccccc2)ccc1OCc1c(C)noc1C	4.6%	1%	7%	-10%
COc1ccc(S(=O)(=O)N2CCC(C(=O)Nc3cccc(C(C)=O)c3)CC2)cc1	/	-7%	8%	/
N[C@@H](Cc1ccc(O)c(I)c1)C(=O)O	/	10%	14%	15%
Cc1cc(=O)oc2cc(OCC(=O)NCCCN3CCOCC3)ccc12	0.1%	-9%	-12%	13%
CCOC(=O)c1c(C)[nH]c(C)c1S(=O)(=O)N1CCCC(C(=O)N2CCN(c3ccccc3F)CC2)C1 (centres undefined)	-3.3%	7%	-2%	-8%[10.9 µM]
N=C1C(c2ccccc2)=C(O)CN1c1ccc2c(c1)OCO2	1.1%	3%	-1%	-8%
COCCn1c(N)c(C(=O)OCc2ccccc2)c2nc3ccccc3nc21	?	16%	-6%	-16%
O=C(CN1C(=O)c2ccccc2S1(=O)=O)NCCSC1CCCCC1	2.5%	-19%	-20%	3%
CCCCOCP(=O)(CCCC)COCCCC	-0.1%	-2%	-10%	-6%
COc1ccc(-c2nn3c(=O)cc(CN4CCN(C(=O)c5ccc(C(C)(C)C)cc5)CC4)nc3s2)cc1	?	-1%	-6%	-6%[10.9 µM]
CCOc1cc(C(=O)N2CCOCC2)ccc1OCc1ccccc1	8.7%	8%	8%	0%
CC(=C/C=C/C(C)=C/C=C/C=C(C)/C=C/C=C(C)/C=C/C(=O)O)/C=C/C(=O)O	1.8%	-18%[1.84 µM]	-4%	-4%
O=C(c1cc2ccccn2n1)N1CCN(c2ccccn2)CC1	?	-8%	2%	-9%
Cn1c(SCc2ccc(Br)cc2)nnc1-c1ccncc1	0.9%	-5%	2%	3%
Oc1ccc(-c2cccc(-c3ccc(O)cc3)n2)cc1	1.7%	5%	-7%	-4%
COc1ccc(-c2nc3cnc(OC)nc3n(-c3ccc(OC)cc3)c2=O)cc1	3.2%[11.4 µM]	-10%	-6%	-11%
CC1CCCC(C)N1C(=O)C1CC(c2ccc(F)cc2)=NO1 (centres undefined)	-0.9%	6%	1%	-12%
Cc1ccc(-n2nnnc2SCC(=O)Nc2ccc3c(c2)OCCO3)cc1C	/	5%	13%	/
Cc1ccc(-c2noc(CSc3nnc(C)n3-c3ccc(C)cc3)n2)cc1	-0.4%	1%	-31%	-3%[10.9 µM]
CCOC(=O)C(Cc1c[nH]c2ccccc12)NC(=O)COc1ccc(CC)cc1 (centres undefined)	?	-11%	-22%	-8%[10.9 µM]
CCCCOc1ccccc1-c1cc(C(=O)O)[nH]n1	2.9%	-5%	7%	-2%
CSc1ccc(C2C3(C#N)C(N)=NC4(OCCO4)C23C#N)cc1 (centres undefined)	1.7%	8%	-2%	-2%
Cc1ccc(C(C)C)c(OCC(=O)Nc2ccc(Cl)cn2)c1	?	0%	-5%	-19%
CCN1CCN(c2csc3ccc(C)cc3c2=O)CC1	-0.2%	-23%	?	-15%[10.9 µM]
c1coc(CN=C2NC(=NCc3ccco3)c3ccccc32)c1	4.0%	-3%	-23%	-14%
Nc1nnc(COc2ccccc2)s1	/	7%	25%	/
CC(=O)c1ccc(NS(=O)(=O)Cc2ccccc2)cc1	-3.4%	19%	-1%	-1%

Outcome played no part in choosing rows, and some 1.8% of all compounds hit somewhere here.
